PGC1a acetyl inh: PGC1a acetylation modulation, inhibitor mode; hit rate 0.17% among 350,000; inhibition, % at 15.6 µM; U2OS PGC1a acetylation, AlphaScreen anti-acetyl-lysine; with virally co-expressed GCN5 acetyltransferase;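 active means every replicate shows inhibition of at least 40%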;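 further: 0% = neutral control wells and 100% = positive control wells; some results beyond the cut were filed as inactive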
PglD inh: blocks C. jejuni PglD acetyltransferase activity; purified PglD enzyme, DTNB colorimetric CoA detection; inhibition, % at 12.5 µM; hit rate 0.098% among 360,000; AID 602405; in the data active means inhibition above about 16%, passing the limit was not always enough; further: strong numbers were not always called active
EWS-Fli block: inhibitors of EWS/Fli oncoprotein transcriptional activity; inhibition, % at 12.6 µM; AID 651661; A673 NR0B1-luciferase reporter, viability-normalised; hit rate 0.67% among 350,000;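 active means mean inhibition of at least 50% after viability correction, with every replicate also passing that limit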;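 further: firefly luciferase signal divided by Alamar Blue viability fluorescence both relative to DMSO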
PAX8 inh HTS: inhibitors of PAX8 transcriptional activity in RMG-I cells | inhibition, % at 12.6 µM | hit rate 1.2% among 360,000 | RMG-I TPO-luciferase reporter, SteadyGlo, 24 h;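 active means mean replicate inhibition at least 60% with every replicate also reaching 60%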;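 further: luciferase light reporting Pax8 driven TPO promoter activity; plate controls were median of neutral control wells for no effect and mitoxantrone controls for full effect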
S100A4 MyoIIA: blocks human S100A4 binding to myosin IIA peptide. P26447. S100A4/TAMRA-MyoIIA peptide fluorescence polarization. inhibition, % at 10.7 µM. hit rate 0.14% among 360,000;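 active means mean inhibition of at least 70% across replicates, with every replicate also reaching that level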
Target sequence (P26447 whole entry, looked up): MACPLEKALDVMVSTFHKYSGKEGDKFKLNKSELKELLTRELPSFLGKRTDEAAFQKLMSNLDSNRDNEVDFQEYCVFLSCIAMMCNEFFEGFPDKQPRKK
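Assay system: human S100A4 monomer with TAMRA-labelled myosin IIA peptide / Buffer or medium: Calcium-containing HEPES buffer, pH 7.2 / Reagent: TAMRA-labelled myosin IIA heavy-chain peptide probe, 5 nM / Compound: one dose per compound / Timing: polarization read 5 min after assay mix addition, stable 5–60 min / Benchmarks: neutral control DMSO, positive control TFP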
ERAP1 inh: blocks human ERAP1 aminopeptidase activity | Q9NZ08 | AID 652197 | inhibition, % at 10.7 µM | recombinant ERAP1, Leu-AMC fluorescence, 60 min | hit rate 0.15% among 340,000;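 active means mean replicate inhibition of at least 30%, or all replicates individually reaching that 30% level; inactive means mean below 30% and not every replicate reaching it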;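 further: 0% = neutral control wells and 100% = L-leucinethiol positive control wells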
FN deposition inh: fibronectin deposition inhibition | hit rate 0.086% among 350,000 | inhibition, % at 12.6 µM | AH1F fibroblasts, Alexa488-fibronectin deposition fluorescence, overnight | AID 743247;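 active means mean inhibition across replicates of 30% or more, regardless of how many single replicates reach that level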;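 further: positive control wells lacked labelled fibronectin entirely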
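Assay system: AH1F fibroblast monolayer, labelled fibronectin deposition. Amount: 10000 cells per well. Also added: labelled fibronectin 24 nM. Compound: single-point pinned compound. Incubation: cell attachment 1 h, compound and FN exposure overnight. Detection: fluorescence after three HBSS washes, excitation 485 nm, emission 525 nm. Read-out: inhibition of fibronectin deposition signal.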
LGR2 antag: Drosophila LGR2 receptor signaling inhibition. HEK293 LGR2, CRE-luciferase, bursicon-stimulated, 4 h. inhibition, % at 9.99 µM. hit rate 0.35% among 380,000;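 active means drop in luminescence signal, shown as inhibition above about 50% in the replicate tests, limit read from the data, passing the limit was not always enough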;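 further: agonist challenge used bursicon conditioned medium at about half maximal strength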
Starred values were filed as active, the others as inactive; . = no result given.

Compound,PGC1a acetyl inh,PglD inh,EWS-Fli block,PAX8 inh HTS,S100A4 MyoIIA,ERAP1 inh,FN deposition inh,LGR2 antag
CN1CSC2=C(C#N)C(c3cccc(OCc4ccccc4)c3)CC(=O)N2C1 (stereo unspecified),.,3,-1,6,4,7,5,14
CCN1C(=O)[C@H]2[C@H]3CN=C(SCC4CC4)N3[C@@](Cc3ccccc3)(C(=O)OC)[C@H]2C1=O,.,-1,-5,10,5,1,-11,9
CSc1ccc(CNC(=O)C2Cc3cc(S(=O)(=O)N4CCCCC4)ccc3N2C(C)=O)cc1 (stereo unspecified),.,5,.,-3,-1,0,2,0
O=C(Nc1ccc(F)cc1)N[C@@H]1CC[C@@H](CCn2cc(-c3ccccc3F)nn2)O[C@@H]1CO,-5,0,4,.,-1,-2,-1,-4
C[C@H](CO)N1C[C@H](C)[C@@H](CN(C)Cc2ccc(F)cc2)Oc2cc(Br)ccc2S1(=O)=O,-20,0,15,.,12,3,-6,19
C[C@@H]1CN([C@@H](C)CO)S(=O)(=O)c2ccc(C3=CCCC3)cc2O[C@@H]1CN(C)Cc1cccnc1,1,-2,-3,22,0,1,1,-16
C[C@H](CO)N1C[C@H](C)[C@H](CN(C)S(=O)(=O)c2cn(C)cn2)Oc2ccc(NC(=O)c3ccncc3)cc2CC1=O,-4,.,-5,.,-15,-12,.,11
Cc1noc(C)c1C(=O)N(CC(C)C)c1nc2ccccc2s1,.,-1,2,4,-1,-2,-2,-16
C=CCOc1c(/C=N\NC(N)=O)cccc1OC,3,-1,6,1,0,1,-1,4
Cc1cc(-c2cc(N)n(-c3ccccc3)n2)c(C)n1C1CCCC1,-15,9,-64,.,-10,2,.,.
CCCN1[C@@H]2c3ccc(C4=CCCCC4)c(=O)n3C[C@H]1[C@H](CO)[C@H]2C(=O)N1CCOCC1,.,-5,0,2,-38,0,.,0
CC(=O)Nc1ccc(CN(C)CC2CCCN(CCc3cccc(C(F)(F)F)c3)C2)cc1 (stereo unspecified),-13,-3,9,7,-9,-3,-7,-9
O=C(N[C@@H]1CC[C@H](CCn2cc(C3(O)CCCC3)nn2)O[C@@H]1CO)C1CCCCC1,-1,-3,11,-10,-23,-6,.,6
O=C(CNC(=O)C1CCCCC1)Nc1cc(Cl)ccc1Cl,11,-3,-2,19,-4,0,1,30
CSCc1c(C(=O)Nc2ccc3c(c2)OCO3)oc2ccccc12,.,-2,-80,-46,-30,-3,9,-4
CCCNCc1cc(Br)ccc1OCC(=O)NCCc1ccccc1,.,.,-4,6,.,.,1,-6
COc1ccccc1N(Cc1ccccc1)S(=O)(=O)c1cccc(C(=O)Nc2ncccc2C)c1,.,.,7,21,-1,-1,14,-12
NC(=O)c1nsc(C(=O)N(Cc2cccnc2)C(C(=O)NCc2ccccc2)c2ccc(O)cc2)c1N (stereo unspecified),.,-2,4,7,0,-1,-5,0
COc1ccc(S(=O)(=O)N(C)C[C@H]2OCCCC[C@H](C)Oc3ccc(NC(=O)c4ccncc4)cc3C(=O)N([C@H](C)CO)C[C@H]2C)cc1,-1,3,-2,7,-19,-1,2,5
O=C1C2CCCN2C(c2ccc(F)cc2)N1c1cccc(Cl)c1 (stereo unspecified),.,2,-3,22,-2,0,-10,10
C[C@H]1CN([C@@H](C)CO)S(=O)(=O)c2ccc(-c3cccnc3)cc2O[C@H]1CN(C)C(=O)c1ccc2c(c1)OCO2,3,3,-24,4,-4,1,4,-11
O=C(Oc1cncc(Cl)c1)c1sccc1Cl,3,3,-9,-12,0,-1,4,-9
COc1ccc(NC(=O)Nc2ccccc2F)cc1Cl,0,0,-54,-133,-2,-3,-3,-81
O=C(NCCCN1CCCC1)C1CCC(=O)N1C1CCCCC1 (stereo unspecified),7,2,8,.,-1,-6,.,1
Cc1csc(NC(=O)CCC(=O)N(CC(=O)NC2CCCC2)Cc2ccccc2)n1,2,3,8,4,2,-1,-14,-5
CSc1ccc(NC(=O)NCc2ccccc2)cc1,.,.,-82,-131,47,0,-4,-90
COc1ccc(C(=O)O)cc1S(=O)(=O)N(C)CCc1ccccn1,5,-1,8,13,0,0,-12,2
COc1ccccc1C1CCN(Cc2ccccc2Cl)CC1,-3,5,0,16,-18,2,1,24
CN1CCN(C(=O)C2CCC(C)(C(=O)O)C2(C)C)CC1 (stereo unspecified),.,.,1,10,8,2,.,6
O=C(Cn1cc2c(n1)CCCC2)Nc1ccccc1Br,-6,-1,0,9,7,-2,-8,10

Full records, quoted from the list. Order of screens: PGC1a acetyl inh	PglD inh	EWS-Fli block	PAX8 inh HTS	S100A4 MyoIIA	ERAP1 inh	FN deposition inh	LGR2 antag
C[C@H](CO)N1C[C@H](C)[C@H](CN(C)S(=O)(=O)c2cn(C)cn2)Oc2ccc(NC(=O)c3ccncc3)cc2CC1=O as listed: -4	.	-5	.	-15	-12	.	11
COc1ccc(C(=O)O)cc1S(=O)(=O)N(C)CCc1ccccn1 as listed: 5	-1	8	13	0	0	-12	2
CCCNCc1cc(Br)ccc1OCC(=O)NCCc1ccccc1 as listed: .	.	-4	6	.	.	1	-6
NC(=O)c1nsc(C(=O)N(Cc2cccnc2)C(C(=O)NCc2ccccc2)c2ccc(O)cc2)c1N (stereo unspecified) as listed: .	-2	4	7	0	-1	-5	0

Structural class: the entries above with a COOH group.
Compound,PGC1a acetyl inh,PglD inh,EWS-Fli block,PAX8 inh HTS,S100A4 MyoIIA,ERAP1 inh,FN deposition inh,LGR2 antag
COc1ccc(C(=O)O)cc1S(=O)(=O)N(C)CCc1ccccn1,5,-1,8,13,0,0,-12,2
CN1CCN(C(=O)C2CCC(C)(C(=O)O)C2(C)C)CC1 (stereo unspecified),.,.,1,10,8,2,.,6

Remaining list, next part
Compound,PGC1a acetyl inh,PglD inh,EWS-Fli block,PAX8 inh HTS,S100A4 MyoIIA,ERAP1 inh,FN deposition inh,LGR2 antag
C[C@@H]1CN([C@@H](C)CO)C(=O)Cc2cc(NS(=O)(=O)c3cn(C)cn3)ccc2O[C@H]1CN(C)Cc1ccc(C(=O)O)cc1,-2,-2,-10,-15,-1,-1,.,6
Cc1cc(N/N=C(/CCC(=O)O)C(=O)O)nc2ccccc12,.,.,18,-11,-2,-1,.,5
O=c1[nH]c(=O)n(C2CC(O)C(CO)O2)cc1Br (stereo unspecified),1,.,25,-23,6,-2,12,-17
CC1COc2ccccc2N1C(=O)c1ccc(F)cc1 (stereo unspecified),.,2,0,0,14,-3,5,-11
CCc1cccc(CC)c1NC(=O)CSc1nnc(CCC(=O)O)c(=O)[nH]1,-2,-2,-1,4,0,1,1,.
CN(C)C(=O)c1ccc(-c2ccc([C@@H]3[C@@H](CO)N4C(=O)CN(C(=O)C5CCCCC5)C[C@H]34)cc2)cc1,-14,.,3,-13,-8,-1,.,19
CSc1nc(=S)n(-c2cc(C)ccc2C)c(C)c1C(C)=O,-10,4,2,-18,1,-1,2,9
Cc1cccn2cc(CCNS(=O)(=O)c3cccs3)nc12,6,1,-17,-26,0,2,-5,2
CCc1sc(N2[C@@H](C#N)[C@@H](c3ccccc3-c3ccccc3)[C@@H]2CO)nc1C,3,.,1,-12,-20,3,4,0
CC(=O)NC(CC(=O)NCCc1ccccc1)c1ccccc1 (stereo unspecified),.,-5,.,-17,-2,1,-13,3
Cn1nc(C(=O)N2CCOCC2)c2ccccc2c1=O,1,-1,.,-1,.,.,-7,.
CCc1cccc(NC(=O)C2CCN(S(=O)(=O)c3ccc4c(c3)CC(C)N4C(C)=O)CC2)c1 (stereo unspecified),1,1,19,13,-3,5,6,-9
NCCNC(=O)c1c(O)c2cccc3c2n(c1=O)CCC3,5,-2,29,22,2,31*,-6,1
COc1ccc(/C(O)=C2\C(=O)C(=O)N(CC3CCCO3)C2c2cc(OC)ccc2OC)cc1 (stereo unspecified),-10,2,12,.,-3,0,.,8
O=C(CCc1ccc(S(=O)(=O)NCCc2ccccc2)cc1)N1CCN(Cc2ccc3c(c2)OCO3)CC1,-6,6,.,45,.,.,-5,.
C=CCN1C(=O)c2ccccc2Sc2ccc(C(=O)NCC(OC)OC)cc21,3,-3,4,13,1,0,4,1
COc1ccccc1Cn1c(C)c(C(=O)NCc2ccc3c(c2)OCCO3)sc1=O,.,-2,-2,-1,6,.,8,-2
CCC[N+](CC#CCO)(CC#Cc1ccccc1)CCC,11,.,-3,-12,0,-4,1,12
CCOC(=O)c1c(S(=O)(=O)NCC(=O)N2CCN(c3ccc(OC)cc3)CC2)c(C)n(C)c1C,-31,2,0,7,1,3,-4,12
COC(=O)C1=C[C@@H](C(=O)OC)[C@@H]2C3=C(C(=O)C2(C)C)[C@H](C)n2c(=O)n(-c4ccccc4)c(=O)n2[C@@H]3C1,.,-1,-8,-7,-3,3,2,-22
COc1ccc(NC(=O)C2CCCN2S(=O)(=O)c2ccc(Cl)cc2)cc1 (stereo unspecified),.,1,-1,4,-2,-2,-4,-22
COc1ccc(CNC2CCCC2)c(OC)c1OC,4,-1,.,-15,-2,-7,6,.
CC(=O)Nc1cc(O)cc(O)c1,2,-2,5,2,0,1,-7,-1
CN1[C@@H]2Cn3c(ccc(-c4cccc(F)c4)c3=O)[C@H]1[C@@H](C(=O)Nc1nccs1)[C@@H]2CO,.,1,-7,1,-10,2,.,2
COc1ccc(NC(=O)Nc2ccc3c(c2)CC(=O)N([C@@H](C)CO)C[C@H](C)[C@@H](CN(C)C(=O)Nc2ccc4c(c2)OCO4)O3)cc1,10,-2,-5,-14,-3,0,.,4
Cc1ccc2nc(SCC(=O)Nc3cc(C)on3)c(C)cc2c1,3,.,-1,-2,-1,0,6,-1

Screens from PubChem.
